Screens deposited in PubChem BioAssay by National Center for Advancing Translational Sciences (NCATS).
GLS inh – inhibitors of human glutaminase (GLS); O94925; GLS enzymatic activity, qHTS titration; Potency, µM (series often up to 45.5 µM), for the others: at the highest dose activity change, negative = inhibition, hits mostly inhibitors; hit rate 0.21% among 410,000; AID 624170; note: % is set by controls: 0 for no effect and ±100 for the full control effect
Target sequence (O94925 whole entry, looked up): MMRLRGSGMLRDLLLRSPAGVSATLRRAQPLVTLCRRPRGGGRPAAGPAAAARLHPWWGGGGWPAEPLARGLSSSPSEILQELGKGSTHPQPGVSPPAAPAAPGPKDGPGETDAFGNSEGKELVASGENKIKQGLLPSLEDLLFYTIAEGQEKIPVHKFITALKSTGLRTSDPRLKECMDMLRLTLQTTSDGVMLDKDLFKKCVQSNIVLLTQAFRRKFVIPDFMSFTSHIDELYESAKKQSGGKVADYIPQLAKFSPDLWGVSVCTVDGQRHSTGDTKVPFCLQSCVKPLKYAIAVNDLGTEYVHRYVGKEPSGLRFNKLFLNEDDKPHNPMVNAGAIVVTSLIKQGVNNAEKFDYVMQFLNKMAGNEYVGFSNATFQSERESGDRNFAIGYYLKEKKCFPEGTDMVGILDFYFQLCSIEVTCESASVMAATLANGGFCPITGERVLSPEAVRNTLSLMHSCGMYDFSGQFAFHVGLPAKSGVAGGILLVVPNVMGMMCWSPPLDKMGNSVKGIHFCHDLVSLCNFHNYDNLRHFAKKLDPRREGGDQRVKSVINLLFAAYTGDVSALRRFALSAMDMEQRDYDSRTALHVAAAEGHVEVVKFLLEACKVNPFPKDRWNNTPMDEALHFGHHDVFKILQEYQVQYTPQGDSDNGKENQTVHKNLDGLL
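Coupled fluorescence readout: glutamate oxidase/HRP/Amplex Red detect glutamate formed by hKGA from L-glutamine (1 mM solution added). Buffer 45 mM KH2PO4 pH 8.2, 0.02% Tween-20; reads at t0 and 30 min RT.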
POLI inh – DNA polymerase iota (human) inhibition; Pol iota fluorescent replication assay, 10 min; Potency, µM (series often up to 115 µM), for inactives: top-dose activity, negative = inhibition, usual class: inhibitors; hit rate 1% among 390,000; AID 588590
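Pol iota at 10 nM preincubated 15 min with compounds at room temperature; reaction started with fluorescent substrate, 50 nM final. Fluorescence read kinetically at 0 and 10 min; buffer-only wells as negative control.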
HP1b chromo inh – blocks HP1-beta chromodomain binding to methylated histone tails | Potency, µM (highest dose often 114 µM), for the others: top-dose activity change, negative = inhibition, hits mostly inhibitors | AlphaScreen HP1-beta / biotin-H3K9me3 peptide binding | hit rate 0.56% among 390,000 | P83916; note: nearly all actives have a fitted effect of over 70% in size; inactives centre near 23
Target sequence (P83916 whole entry, looked up): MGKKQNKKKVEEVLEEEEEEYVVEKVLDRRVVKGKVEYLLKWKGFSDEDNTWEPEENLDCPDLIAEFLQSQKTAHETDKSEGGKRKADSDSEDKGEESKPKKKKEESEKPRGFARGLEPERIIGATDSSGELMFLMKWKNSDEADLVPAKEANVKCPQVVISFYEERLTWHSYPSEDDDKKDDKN
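AlphaScreen: HP1-beta (50 nM) preformed 30 min with biotin-H3(1-18)K9me3 peptide (50 nM) in PBS pH 7.4, 0.01% Tween-20. Compound added for 30 min at RT, then streptavidin donor/nickel chelate acceptor beads (10 ug/mL) for 30 min.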
G9a inh – blocks human histone lysine methyltransferase G9a; Q96KQ7; G9a H3K9 monomethylation, AlphaScreen, 2 h; Potency, µM (top dose mostly 102 µM), without a hit: at the top dose activity, negative = inhibition, hits mostly inhibitors; hit rate 8.8% among 350,000; note: % is set by controls: 0 for no effect and ±100 for the full control effect; nearly all actives have a fitted effect of over 75% in size
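Step 1: enzyme (final 20 nM) with compound, 15 min RT. Step 2: substrate peptide 500 nM and SAM 20 uM, 2 h RT. Step 3: anti-H3K9me1 antibody and AlphaScreen beads, 10 min, then plate read.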
Pin1 inh – blocks the human prolyl isomerase Pin1; hit rate 0.009% among 390,000; AID 504891; Q13526; Potency, µM (highest dose often 115 µM), inactives show at the top dose activity, negative = inhibition, hits mostly inhibitors; Pin1 FP peptide displacement, HiFluor488, 10 min; active = well fitted inhibition curve with a large enough effect in the polarisation, with a control signal flat, not every such curve was filed as active; inconclusive = small, poorly fitted or top-dose-only effect, or effect the other way, or a change in a side signal; inactive = no such curve, though single readings can be large or run the other way; the % refers to the polarisation; note: % is set by controls: 0 for no effect and ±100 for the full control effect
BAZ2B block – BAZ2B (human) inhibition; AlphaScreen BAZ2B-H3K14Ac peptide displacement; hit rate 4.4% among 360,000; AID 504333; Q9UIF8; Potency, µM (titrated, usually from 114 µM), inactives show at the highest dose activity change, negative = inhibition, hits mostly inhibitors; note: % is set by controls: 0 for no effect and ±100 for the full control effect; nearly all actives have a fitted effect of over 60% in size
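BAZ2B 50 nM plus b-H3(5-23)K14Ac 50 nM, PBS pH 7.4/0.01% Tween-20, 30 min RT; compound added (max 110 uM), 30 min RT; streptavidin donor/Ni-chelate acceptor beads 10 ug/mL final, 20 min dark; AlphaScreen read.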
Tb PGK inh – blocks T. brucei phosphoglycerate kinase | PGK/GAPDH coupled, Kinase-Glo luminescence, 60 min | Potency, µM (titrated, usually from 57.5 µM), for the others: at the highest dose activity change, negative = inhibition, actives largely listed as inhibitors | hit rate 0.043% among 380,000 | AID 602233; note: % is set by controls: 0 for no effect and ±100 for the full control effect; nearly all actives have a fitted effect of over 60% in size
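Recombinant glycosomal PGK reaction used 1,3-bisphosphoglycerate generated in-well by GAPDH (100nM final) in 100mM TEA pH 7.6, 5mM MgCl2, 0.01% Tween-20. After 60 minutes at room temperature, ATP was read by Kinase-Glo Plus luminescence end-point.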
BLM helicase inh – inhibitors of human Bloom syndrome helicase BLM; Potency, µM (titrated, usually from 56.1 µM), without a hit: at the highest dose activity change, negative = inhibition, hits mostly inhibitors; P54132; recombinant BLM DNA unwinding, fluorescence dequenching; hit rate 0.2% among 350,000; AID 2528;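 note: plate controls were vehicle for no effect and no enzyme for full effect; nearly all actives have a fitted effect of over 35% in size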
JMJD2A Tudor – blocks the human JMJD2A Tudor domain; O75164; AlphaScreen JMJD2A-Tudor / H3K4me3 peptide binding; Potency, µM (titrated, usually from 114 µM), for the others: at the highest dose activity change, negative = inhibition, hits mostly inhibitors; hit rate 4.4% among 390,000; AID 504339; note: % is set by controls: 0 for no effect and ±100 for the full control effect; nearly all actives have a fitted effect of over 50% in size
* = called active by the depositor; i = inactive; ? = inconclusive; nt = no result given; & = joins results of further samples; [ ] = dose if it differs, or a comment. Unless noted, calls come from the whole dose curve; as a rule, active = well fitted curve in the direction sought with a large enough effect; inconclusive = small, poorly fitted or top-dose-only effect, or another doubt; inactive = no such curve, though single readings can be large; an effect the other way counts as inactive or inconclusive. Potency is the fitted concentration of half-maximal effect.

canonical_smiles	GLS inh	POLI inh	HP1b chromo inh	G9a inh	Pin1 inh	BAZ2B block	Tb PGK inh	BLM helicase inh	JMJD2A Tudor
CN(C)CC(=O)Nc1nc(-c2ccccc2)cs1	22%	-15%	-8%	-21%	0%	0%	-8%	-11%	-5%[11.4 µM]
CCOC(=O)C1=C(C)NC(C)=C(C(=O)OCC)C1c1ccc([N+](=O)[O-])s1	14%&0%	16%	-20%	nt	12%	?	-7%	-14%	?
CC(NC(=O)CCCC1CCCCC1)c1ccc(S(N)(=O)=O)cc1 (stereo not given)	5%	59%[activator]	5%	0%	-8%	2%	-3%	-3%	-11%
Cc1ccccc1OCC(=O)NCC(=O)OCC(=O)c1ccc2ccccc2c1	-3%	-1%&3%	22%[57 µM]	31%[0.501 µM]	20%&11%	-24%[57.1 µM]	i	0%	-3%[57.1 µM]
O=C(/C=C/c1cccc([N+](=O)[O-])c1)NCc1cccnc1	-21%	3%	-7%	1%[0.501 µM]	7%	-31%	-6%	0%	-22%[11.4 µM]
Cc1ccccc1C(=O)NC(=S)Nc1cccc(NC(=O)C(C)C)c1	-8%	82%[activator]	20%	8.9µM*	-2%	-11%	-4%	-3%	?
COc1cccc(CNC(=O)N[C@@H](CC(C)C)C(=O)O)c1	-5%	-8%	36%	?	3%	6%	9%	1%	7%
O=C(NCCCN1CCCC1=O)c1ccc(Cl)c(S(=O)(=O)N2CCCCC2)c1	0%	-12%	24%	-9%[12.7 µM]	-8%	-7%	0%	nt	-3%
CCOc1cccc2cc(-c3nc4sc5c(c4c(=O)[nH]3)CCC(C)C5)c(=O)oc12 (stereo not given)	1%	8%	39%[activator]	-9%[59 µM]	-2%	-13%	-1%	-3%	-9%
CN(C(=O)COC(=O)c1ccccc1NCCO)C1CCS(=O)(=O)C1 (stereo not given)	1%	19%	24%	?	0%	-4%	0%	nt	-5%
CCOC(=O)c1c(NC(=O)COC(=O)/C=C/c2ccco2)sc2c1CC(C)(C)NC2(C)C	3%	-5%	?	16µM*	6%	?	-2%	nt	?
Cc1nc(SCc2ccccc2)c2ccsc2n1	1%	-4%	241%[activator]	199%[activator]	5%	286%[activator]	i	-6%	170%[activator]
Cc1cc(/C=N/O)c(C)n1-c1ccc(Br)cc1	-6%	16%	?	?	14%	45µM*	-8%	-7%	?
COc1ccc(S(=O)(=O)N(C)C[C@H]2Oc3c(NC(=O)Nc4ccc(C(F)(F)F)cc4)cccc3C(=O)N([C@H](C)CO)C[C@@H]2C)cc1	-6%	14%	7%	nt	-2%	nt	-5%	nt	?
COc1ccc(CC(=O)Nc2cccnc2)cc1	-1%	90%[activator]	35%	-10%	-1%	3%	-4%	-2%	-5%
CCNC(=O)CC1SC(=Nc2cccc3ccccc23)N(C)C1=O (stereo not given)	-2%	12%	16%	50µM*	-8%	3%	i	-7%	-14%
O=C(C1=C(O)C(=O)N(Cc2ccco2)C1c1cccc(O)c1)c1ccco1 (stereo not given)	-6%	76%[activator]	26%	50µM*	-3%	-18%	-6%	-3%	-13%
COC(=O)[C@H](CCSC)NC(=O)Nc1ccc(C)c(C)c1	6%	-1%[58.9 µM]	11%	-26%	-10%	2%	-7%	-2%	-15%
CCOC(=O)c1ccc(-c2ccc(C=O)o2)cc1	-13%	-4%[58.9 µM]	16%	?	21%	7%	-1%	-7%	-1%
Cc1[nH]c2ccccc2c1CCNS(=O)(=O)c1ccc(S(N)(=O)=O)cc1	-9%	67%[activator]	0%	19%	?	-17%	-3%	-1%	?
C=C(C)c1cccc(C(C)(C)NC(=O)NCc2ccncc2)c1	-12%	21%	43%[activator]	0%	2%	-4%	4%	-3%	-1%
CCC(SC1=N/C(=C/c2ccccc2OC)C(=O)N1c1ccccc1)C(=O)Nc1cc(C)on1 (stereo not given)	10%	6%	38%	19%	16%	-7%	i	-9%	-16%
COc1ccc(CCN2CC(C(=O)N(C)CCOc3ccccc3)CCC2=O)cc1 (stereo not given)	0%	12%	23%	nt	-5%	-4%	i	-4%	-19%
COc1ccc(S(=O)(=O)Nc2nccs2)cc1OC	3%	7%	18%	-34%	-3%	-31%	i	-2%	-18%
COc1ccc(Nc2ccc3cc(S(=O)(=O)N4CCCC4)ccc3n2)cc1OC	13%	27%	22%	14µM*	?	?	4%	-12%	?

As a short view, part of the list above.
canonical_smiles	GLS inh	POLI inh	HP1b chromo inh	G9a inh	Pin1 inh	BAZ2B block	Tb PGK inh	BLM helicase inh	JMJD2A Tudor
CC(NC(=O)CCCC1CCCCC1)c1ccc(S(N)(=O)=O)cc1 (stereo not given)	5%	59%[activator]	5%	0%	-8%	2%	-3%	-3%	-11%
Cc1ccccc1OCC(=O)NCC(=O)OCC(=O)c1ccc2ccccc2c1	-3%	-1%&3%	22%[57 µM]	31%[0.501 µM]	20%&11%	-24%[57.1 µM]	i	0%	-3%[57.1 µM]
O=C(/C=C/c1cccc([N+](=O)[O-])c1)NCc1cccnc1	-21%	3%	-7%	1%[0.501 µM]	7%	-31%	-6%	0%	-22%[11.4 µM]
Cc1ccccc1C(=O)NC(=S)Nc1cccc(NC(=O)C(C)C)c1	-8%	82%[activator]	20%	8.9µM*	-2%	-11%	-4%	-3%	?
COc1cccc(CNC(=O)N[C@@H](CC(C)C)C(=O)O)c1	-5%	-8%	36%	?	3%	6%	9%	1%	7%
O=C(NCCCN1CCCC1=O)c1ccc(Cl)c(S(=O)(=O)N2CCCCC2)c1	0%	-12%	24%	-9%[12.7 µM]	-8%	-7%	0%	nt	-3%
CCOc1cccc2cc(-c3nc4sc5c(c4c(=O)[nH]3)CCC(C)C5)c(=O)oc12 (stereo not given)	1%	8%	39%[activator]	-9%[59 µM]	-2%	-13%	-1%	-3%	-9%
CN(C(=O)COC(=O)c1ccccc1NCCO)C1CCS(=O)(=O)C1 (stereo not given)	1%	19%	24%	?	0%	-4%	0%	nt	-5%
CCOC(=O)c1c(NC(=O)COC(=O)/C=C/c2ccco2)sc2c1CC(C)(C)NC2(C)C	3%	-5%	?	16µM*	6%	?	-2%	nt	?

(list continues)
canonical_smiles	GLS inh	POLI inh	HP1b chromo inh	G9a inh	Pin1 inh	BAZ2B block	Tb PGK inh	BLM helicase inh	JMJD2A Tudor
Cc1cc(=O)c2c(o1)CC(C)(C)CC2=O	7%	28%	10%	0%[12.7 µM]	-9%	5%	-7%	-1%	-2%
CCn1nc(C)c(CCN(C)C(=O)Nc2ccc(C)c(Cl)c2)c1C	-5%	31%[activator]	8%	2%[59 µM]	-8%	0%	-8%	2%	-3%
CCN1CCN(C(=O)c2ccc3c(c2)N(Cc2cccc(Cl)c2)C(=O)c2ccccc2S3=O)CC1 (stereo not given)	-1%	19%	23%	-33%[59 µM]	0%	1%	0%	-1%	-13%
O=C1CCCN1c1ccc(S(=O)(=O)N2CCCCC2)cc1[N+](=O)[O-]	0%	35%[activator]	-21%	-1%	6%	5%	-2%	-2%	-9%
CC(=O)Nc1ccc(S(=O)(=O)NCC2CCC(C(=O)NCCCN(C)Cc3ccccc3)CC2)cc1 (stereo not given)	10%	-13%	18%	-1%[59 µM]	2%	-23%	1%	-3%	-18%
C/C(Cc1ccccc1)=N\NC(=O)CNC(=O)c1ccc(Br)cc1	16%	18%	3%	-2%[59 µM]	-6%	-1%	-3%	-1%	-28%
Cc1cc(C)c(OCC(=O)N2CCN(c3ncc(C(F)(F)F)cc3Cl)CC2)c(C)c1	5%	15%	43%	nt	-1%	9%	-3%	-12%	9%
CCOC(=O)C(C)n1cnc2c(nnn2-c2cccc(OC)c2)c1=O (stereo not given)	-10%	166%[activator]	32%	24%	-3%	2%	-5%	-2%	2%
CCC(CC)C(=O)Nc1ccc(OCc2cc(=O)n3ccc(C)cc3n2)cc1	-2%	?	29%[57 µM]	-34%[59 µM]	-3%	9%	i	0%	5%
CCn1ncc(C2=NOC(C(=O)Nc3cccc(O)c3)C2)c1C (stereo not given)	19%	18%	63%[activator]	-6%	-9%	4%	0%	0%	-7%
O=c1cc2c(nn1Cc1cccc([N+](=O)[O-])c1)-c1ccccc1CC2	1%	10%	14%	?	?	?	8%	-7%	-32%
O=C(CCC1CCCC1)N1CCN(S(=O)(=O)c2ccc(Br)cc2)CC1	3%	-4%	13%	-6%[12.7 µM]	-8%	-6%	-4%	nt	-8%
COc1ccc(C(=O)N/N=C(\C)c2ccc3c(c2)C2C=CCC2C(c2ccccc2)N3)cc1 (stereo not given)	-16%	224%[activator]	-9%	7.9µM*	2%	?	-3%	-9%	?
Cc1[nH]c2ccccc2c1/C=N/NC(=O)CNC(=O)c1cccs1	15%	34%[activator]	20%	26%	-4%	-11%	0%	-3%	-3%
CN(C)S(=O)(=O)c1ccc(NC(=S)NC(=O)C2CCC2)cc1	5%	13%	13%	nt	-6%	-2%	3%	-1%	-7%

Some of the compounds tested, so the mix of outcomes need not match the whole.
